Compound activity from PubChem.
MOR-DOR inv ag = inverse agonists of MOR-DOR heterodimerization, primary screen, cell-based, luminescence | inhibition, % at 9.3 µM | cell-based MOR-DOR heterodimer luminescence, inverse agonism | 0.21% of 340,000 active; in the data active = inhibition above about 22%, passing the limit was not always enough;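 also: 0% = cells with DMSO and 100% = wells without cells with DMSO; values of inactives mirror those of a sister screen read the other way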
Pemphigus Ab inh = inhibitors of pemphigus antibody binding to DSG3, primary screen, biochemical, bead-based, flow cytometry, scFv-GFP; Desmoglein-3 (Homo sapiens), P32926; DSG3-coupled beads, scFv-anti-DSG3-GFP binding; stronger effect = lower value; binding (percent of control), % at 10 µM; 0.48% of 310,000 active;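 active = binding more than 3 SD below its plate's average and above zero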;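 also: hits lower antibody fragment binding to DSG3; some compounds called inactive have numbers as strong as hits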
Target sequence (P32926 whole entry, looked up, the tested form may be a part): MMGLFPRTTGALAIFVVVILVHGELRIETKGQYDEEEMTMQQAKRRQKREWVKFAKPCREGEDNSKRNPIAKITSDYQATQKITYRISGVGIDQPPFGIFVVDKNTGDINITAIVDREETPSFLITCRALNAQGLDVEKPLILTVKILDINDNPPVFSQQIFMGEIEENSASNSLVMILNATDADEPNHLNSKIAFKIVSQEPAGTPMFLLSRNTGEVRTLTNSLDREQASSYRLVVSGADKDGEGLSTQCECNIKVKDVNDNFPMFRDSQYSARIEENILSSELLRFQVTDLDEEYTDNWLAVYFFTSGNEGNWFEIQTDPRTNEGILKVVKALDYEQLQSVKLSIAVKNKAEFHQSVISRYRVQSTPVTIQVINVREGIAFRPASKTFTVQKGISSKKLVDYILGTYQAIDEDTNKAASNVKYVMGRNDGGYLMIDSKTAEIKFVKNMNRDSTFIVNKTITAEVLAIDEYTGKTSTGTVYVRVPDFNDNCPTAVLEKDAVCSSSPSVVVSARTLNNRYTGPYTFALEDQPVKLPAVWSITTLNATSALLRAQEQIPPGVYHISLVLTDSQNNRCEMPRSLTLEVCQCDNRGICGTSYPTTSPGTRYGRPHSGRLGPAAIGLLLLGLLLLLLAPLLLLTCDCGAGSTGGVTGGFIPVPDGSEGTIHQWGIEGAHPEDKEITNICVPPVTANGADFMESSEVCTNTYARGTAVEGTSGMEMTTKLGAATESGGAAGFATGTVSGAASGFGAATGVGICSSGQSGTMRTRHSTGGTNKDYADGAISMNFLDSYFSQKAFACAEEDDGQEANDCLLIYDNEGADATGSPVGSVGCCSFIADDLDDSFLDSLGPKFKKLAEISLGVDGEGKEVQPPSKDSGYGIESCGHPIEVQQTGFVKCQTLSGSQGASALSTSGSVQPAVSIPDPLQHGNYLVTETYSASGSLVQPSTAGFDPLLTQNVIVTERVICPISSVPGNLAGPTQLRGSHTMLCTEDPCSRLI
phage Ecoli inh = growth loss of phage-infected E. coli, primary screen, RecBCD inhibitor project, absorbance, with phage, HTS | 0.26% of 360,000 active | inhibition, % at 11.9 µM | AID 651602, 2012; in the data active = inhibition above about 11%
AddAB inh = growth inhibition of E. coli expressing H. pylori AddAB, primary screen, AddAB inhibitor project, absorbance | 0.29% of 330,000 active | inhibition, % at 11.9 µM; in the data active = inhibition above about 12%;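 also: 0% = vehicle wells of infected cells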
SUMO Mot1 rescue = yeast Mot1-301 growth rescue at high temperature, primary screen, SUMOylation pathway inhibitor project, S. cerevisiae, ATP luminescence, 38.5C. S. cerevisiae Mot1-301 growth rescue; percent above DMSO median, 100 means doubled. growth rescue, % at 18.8 µM. 1% of 320,000 active;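 active = every valid replicate shows activation above 250% relative to neutral control wells; inactive = the rest, any valid replicate at or below 250%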;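 also: OY570 slx delta 5 strain wells were the positive control but not used for scaling; some compounds called inactive have numbers as strong as hits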
PKA-R1A act = activators of PKA-R1A holoenzyme, primary screen, biochemical, fluorescence polarization, Cy5-IP20, bovine R1A, mouse PKAc; activation, % at 11.4 µM; 0.083% of 340,000 active; AID 504707, 2011; PKA-R1A dissociation; scaled: DMSO 0%, 113 µM cGMP 100%; cAMP-dependent protein kinase type I-alpha regulatory subunit (Bos taurus) + …;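 active = percent activation above the mean of all tested compounds plus 3 SD, cut at about 19% in these data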;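 also: higher means more PKAc released from R1A so a rise in polarization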
Ecoli viability = E. coli V3065 growth inhibition, primary screen, counter-screen for AddAB inhibitor project, absorbance, OD600; 18 h; 0.27% of 330,000 active; AID 449728, 2010; inhibition, % at 11.9 µM;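 active = inhibition above the campaign's mean inhibition across all tested compounds plus 3 SD, cut at about 9.9% in these data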;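 also: uninfected addAB+ strain grown without phage in ampicillin broth; 0% = DMSO wells and 100% = ciprofloxacin 0.95 µg/ml wells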
Arr AP2 block = inhibitors of beta-arrestin/AP2 binding, primary screen, biochemical, GPCR trafficking, flow cytometry; beta-arrestin 1 C-terminal peptide binding to AP2 beta2-adaptin appendage (human); FITC-arrestin peptide / GST-AP2 beads; AP2 beta2 appendage carries R879A mutation; inhibition, % at 10 µM; 0.31% of 340,000 active; AID 504490, 2011;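 active = inhibition above a set limit, near 3 SD of compounds lacking own fluorescence, cut at about 54% in these data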;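 also: plate controls were DMSO wells for no effect and 5 µM unlabelled arrestin peptide for full effect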
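Material – AP2 appendage R879A on GSH beads · Buffer or medium – PBS with 0.05% Tween 20 and 0.1% BSA · Probe or stimulus – fluorescein-tagged arrestin peptide at 50 nM final · Incubation – compound with beads 12 min RT, then probe 1 h RT · Detection – high-throughput flow cytometry of beads, ex 488, em 535 nm · Evaluation – percent response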
OPRM1-OPRD1 ag = agonists of OPRM1-OPRD1 heterodimerization, primary screen, cell-based, luminescence | cells | Mu-type opioid receptor (Homo sapiens) + Delta-type opioid receptor (Homo sapiens), … | 0.3% of 340,000 active | activation, % at 9.3 µM | AID 504326, 2011; in the data active = activation above about 18%;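 also: 0% = vehicle-treated cells and 100% = reference agonist; values of inactives mirror those of a sister screen read the other way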
PfHsp90 set2 = growth inhibition of PfHsp90-expressing yeast, primary screen, antimalarial PfHsp90 inhibitor project, S. cerevisiae, BacTiter-Glo luminescence, single point, set 2. BacTiter-Glo ATP, 48 h; yeast lacking PDR1 and PDR3 efflux regulators. AID 504621, 2011. inhibition, % at 9.4 µM. 0.32% of 310,000 active;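 active = every replicate shows inhibition above about 80%, whatever the replicate mean, limit read from the data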;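 also: 0% = DMSO neutral controls and 100% = 20 µM radicicol positive controls; yeast relying on Plasmodium falciparum Hsp90 in place of its own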
Tat transport = E. coli Tat export inhibitors, primary screen, MC4100, TorA-mCherry reporter, fluorescence, single point; inhibition, % at 10 µM; 0.036% of 340,000 active;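 active = mean replicate inhibition at least 50% and at least half of replicates individually reaching 50%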;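 also: exported cargo escapes ClpAP degradation while cytoplasmic cargo is degraded and loses fluorescence; 0% = median of neutral control wells and 100% = median of NaSCN control wells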
* marks the source's active call; other numbers are inactive results; . = no result given.

Below each compound – MOR-DOR inv ag	Pemphigus Ab inh	phage Ecoli inh	AddAB inh	SUMO Mot1 rescue	PKA-R1A act	Ecoli viability	Arr AP2 block	OPRM1-OPRD1 ag	PfHsp90 set2	Tat transport
1	COCc1cc(C(C)=O)ccc1OCC(=O)Nc1ccc(NC(C)=O)cc1
  6.1	97.1	0.8	0.4	-10.8	-9.4	1.2	-19.3	-1.2	-4.7	-2.1
2	COc1ccccc1C(=O)NCC(=O)N1CCN(S(=O)(=O)c2ccccc2C(F)(F)F)CC1
  -0.7	.	-0.3	3.0	-2.4	0.6	1.8	9.0	0.2	-13.8	-4.9
3	COc1ccccc1C(=O)NCC(=O)OCc1csc(-c2ccccc2)n1
  13.8	110.7	1.8	3.4	347.7	-6.5	0.3	-6.8	-2.6	-0.2	5.5
4	CC(=O)c1c(C)[nH]c(C(=O)Nc2ccccn2)c1C
  13.3	100.8	0.9	1.4	59.6	1.7	0.0	-2.5	-2.6	-18.3	5.0
5	CCN(CC)C(=O)NC(c1ccc(C)c(F)c1)C(Cl)(Cl)Cl (stereo unspecified)
  3.5	108.4	1.0	6.3	96.4	-9.9	1.6	-0.8	-0.7	-10.6	7.2
6	CCCN(CC1CC1)C(=O)COC(=O)c1ccc2c(c1)C(=O)N(c1ccc(OCC)cc1)C2=O
  12.3	105.2	3.3	3.2	1.7	-10.5	1.8	-2.0	-2.4	-27.8	-3.7
7	N#Cc1ccccc1NC(=O)CSc1ccc([N+](=O)[O-])cn1
  -4.2	94.7	2.1	-2.3	-11.7	-6.6	-0.8	14.8	0.8	12.7	0.8
8	Fc1cccc(Nc2nc(-c3ccncc3)nc3ccccc23)c1
  -51.1	90.1	2.7	4.2	39.6	3.6	-1.6	-5.0	9.0	-87.7	3.9
9	Cc1cc(N/N=C(/CCC(=O)O)C(=O)O)nc2ccccc12
  15.8	91.5	6.2	1.0	-9.3	3.2	-0.4	-5.0	-2.5	2.8	-1.7
10	CC(C)CCOP(=O)(c1ccccc1)c1ccccc1
  10.1	.	3.9	3.8	-7.0	-6.8	0.9	21.0	-1.8	9.6	-2.2
11	COCCCn1c(=O)c2ccccc2n(CC(=O)N2CCCc3ccccc32)c1=O
  -0.8	.	2.3	3.2	-20.5	-7.4	2.2	2.1	0.1	3.8	4.6
12	Cn1c(N)c(S(=O)(=O)NCc2ccc(F)cc2)c(=O)n(C)c1=O
  15.0	.	2.2	-0.2	2.1	5.9	2.8	-3.4	-2.2	-20.6	-1.7
13	O=C(NCC1CCCO1)Nc1cc(Cl)cc(Cl)c1 (stereo unspecified)
  -27.4	97.3	3.4	3.1	-4.9	-8.7	0.9	-1.5	4.0	-2.0	2.5
14	CCN(CCCNC(=O)c1ccc2c(c1)NC(=O)CN2C)c1cccc(C)c1
  11.5	98.9	1.0	3.4	-20.2	0.5	-0.4	8.4	-2.3	-30.3	10.6
15	Brc1ccc(-c2ncc3ccccn23)cc1
  6.5	100.0	0.3	-1.0	21.3	2.8	-1.5	49.2	-1.3	2.9	-8.0
16	COCCn1c(C)cc(C(=O)COc2nc3ccccc3nc2C)c1C
  2.8	.	3.6	1.4	.	0.7	0.5	30.6	-0.5	-3.3	1.4
17	Cn1nc(C(=O)Nc2ccc3c(c2)OCO3)c2ccccc2c1=O
  14.6	98.4	0.9	-0.3	-10.9	-2.6	-1.4	18.1	-2.6	3.3	11.9
18	Cc1ccc(S(=O)(=O)N2CCOCC2)cc1C(=O)OCC(=O)NC1CCCCC1
  -14.0	97.6	2.2	.	.	-8.0	.	-6.6	2.1	.	-2.4
19	COc1ccc(/C=N/Nc2ncnc3sc4c(c23)CCCC4)cc1OC
  -10.2	133.1	0.6	-2.7	0.3	-11.1	-1.9	-1.8	1.9	-14.3	12.4
20	CCC(C)(C)c1ccc(OCCCC[n+]2cccc(C)c2C)c(C(C)(C)CC)c1
  -56.0	123.5	2.7	2.5	172.5	-2.0	0.0	9.0	10.9	109.6*	24.7
21	COc1cc(OC)cc(C(=O)NC(C)c2ccc(Br)cc2)c1 (stereo unspecified)
  0.5	94.5	1.9	0.5	-21.1	7.8	-2.4	42.6	-0.1	-11.6	-10.0
22	CC(=O)NC(CC(=O)N(C)C1CCCCC1)c1ccccc1 (stereo unspecified)
  -17.0	.	4.1	1.2	7.5	-2.1	-0.6	-1.3	2.3	-10.4	0.5
23	CN(Cc1ccncn1)C(=O)C1CCC(=O)N(Cc2cccc(C(F)(F)F)c2)C1 (stereo unspecified)
  8.6	103.4	-0.2	1.0	181.7	-16.4	0.3	2.0	-1.7	2.0	-11.5
24	CON1C(=O)C(=O)N(OC)C(C)(C)C1(C)C
  2.5	131.4	2.0	2.7	90.0	-16.2	0.2	9.7	-0.5	-31.9	-4.5
25	COc1ccc([C@H]2CC(=O)C=C(c3ccc(Br)c4ccccc34)C2)cc1
  -4.2	97.7	1.5	2.2	0.4	-4.7	0.7	1.8	0.9	-15.1	10.6
26	CC1CN(S(=O)(=O)c2ccc(NC(=O)c3ccco3)cc2)CC(C)O1 (stereo unspecified)
  11.6	96.8	1.1	2.8	13.7	-5.6	1.3	28.1	-1.9	-6.6	4.0
27	Cc1ccc(S(=O)(=O)N(CC(=O)N2CCOCC2)CC(=O)N2CCOCC2)cc1
  17.7	100.1	-0.2	3.6	18.9	5.5	-0.6	-0.4	-2.8	-16.1	-3.9
28	CC(C)[C@H](NC(=O)NCCc1ccccc1)C(=O)O
  5.0	97.8	1.2	4.4	.	-11.2	-0.1	12.5	-0.8	-23.7	-2.3
29	Cc1ccc(NC(=O)NNC(=O)c2cc3ccccc3cc2O)cc1
  -9.8	110.7	7.2	6.4	-12.3	0.9	4.3	-0.8	2.4	-23.4	-4.6
30	CN(C(=O)CSc1nc2c(c(=O)[nH]1)CCC2)c1ccccc1
  1.7	102.1	3.0	2.4	7.9	-6.5	0.8	-4.8	-0.3	-4.7	-0.2
31	COc1ccc(NC(=O)Cc2nc3ccccc3[nH]2)cc1
  -46.8	105.3	5.5	1.0	220.0	1.1	-3.6	-0.5	8.3	5.8	2.1
32	Cn1c(N=Cc2ccc([N+](=O)[O-])cc2)c(N)c(=O)n(C)c1=O
  2.6	99.4	1.3	.	.	-1.0	.	7.2	-0.6	-10.0	3.5
33	CCc1nc2ccccc2c(C(=O)O)c1C
  8.9	103.1	-0.2	-1.2	-47.0	2.7	0.1	14.3	-1.8	1.2	-6.6
34	C=CCOc1ccccc1CNCCCN1CCOCC1
  5.9	100.5	0.1	0.9	735.1	13.2	-2.1	-2.1	-1.0	-12.2	-7.9
35	Cc1ccc(-c2nc(CS(=O)CC(=O)NCc3ccccn3)c(C)o2)cc1 (stereo unspecified)
  8.6	98.9	-1.1	1.0	-5.7	-3.6	0.9	-7.5	-1.5	-0.7	12.4
36	CN(C)C/C=C/C(=O)Nc1cccc(-c2c[nH]c3ncnc(Oc4ccc(NC(=O)CC(=O)Nc5ccc(F)cc5)cc4F)c23)c1
  15.0	111.2	.	1.7	12.5	-19.4	-2.8	2.5	-3.3	3.7	-4.9
37	COc1ccc(CC(=O)NNC(=O)c2cccs2)cc1
  14.5	105.1	3.2	3.1	-25.3	-1.0	-2.6	.	-3.1	-5.2	0.9
38	CCCOC(=O)c1ccc(Nc2cc(C)nc3ncnn23)cc1
  3.8	124.6	3.9	1.9	6.5	-12.0	0.5	-1.4	-0.8	-5.2	-1.2
39	COC(=O)c1ccc(CSc2nc3cc(Cl)ccc3s2)o1
  -6.3	91.3	5.1	0.4	9.2	-5.0	0.2	8.7	1.1	-6.3	14.2
40	S=c1[nH]nc(-c2cccc3ccccc23)n1-c1cccnc1
  .	97.7	0.0	3.3	-29.6	.	0.3	-12.0	.	0.0	2.4
41	COc1cc(S(=O)(=O)NCCCN2CCOCC2)ccc1Cl
  7.4	101.4	1.7	0.5	0.0	-8.5	1.8	1.1	-1.3	-8.0	-0.7
42	CC1CCC(NC(=O)CN(C)S(=O)(=O)c2ccc3c(c2)c(=O)n(C)c(=O)n3C)CC1 (stereo unspecified)
  16.6	99.6	0.5	3.6	5.8	-6.7	-0.1	-17.4	-3.3	0.3	-6.9
43	Cc1c(C(=O)NCc2ccccn2)oc2ccccc12
  9.9	101.0	-0.7	1.4	28.7	-20.8	1.5	-0.9	-1.8	.	4.4
44	Cc1ccc(-n2c(C)nnc2SCC(=O)NC2CC2)cc1
  0.5	.	1.9	4.1	-9.0	2.9	0.8	17.3	-0.1	-14.4	-2.8
